697 NFkB inh: inhibitors of the PMA/ionomycin-induced NF-kB reporter in 697 B cells; 697 B-cell NF-kB luciferase reporter, 16 h; inhibition, % at 4 µM; hit rate 0.33% among 330,000; AID 435022; in the data active means inhibition above about 35%
TIM10 inh: growth inhibitors of TIM10 yeast strain. inhibition, % at 10 µM. AID 463195. S. cerevisiae TIM10 strain growth, BacTiter-Glo luminescence, 24 h. hit rate 1.4% among 330,000;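 active means inhibition of 40% or more at the single tested concentration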;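 further: wild-type TIM10 isogenic control strain grown at permissive 25 °C; 0% = DMSO yeast wells and 100% = minimal medium wells without yeast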
Mdm2-MdmX inh: inhibitors of human Mdm2/MdmX interaction. hit rate 3% among 330,000. O15151+Q00987. inhibition, % at 8 µM. SaOS-2 split-luciferase Mdm2/MdmX complementation, luminescence. AID 485346;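 active means inhibition of at least 50% at 8 µM in the primary screen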
Target sequence (O15151 whole entry, looked up): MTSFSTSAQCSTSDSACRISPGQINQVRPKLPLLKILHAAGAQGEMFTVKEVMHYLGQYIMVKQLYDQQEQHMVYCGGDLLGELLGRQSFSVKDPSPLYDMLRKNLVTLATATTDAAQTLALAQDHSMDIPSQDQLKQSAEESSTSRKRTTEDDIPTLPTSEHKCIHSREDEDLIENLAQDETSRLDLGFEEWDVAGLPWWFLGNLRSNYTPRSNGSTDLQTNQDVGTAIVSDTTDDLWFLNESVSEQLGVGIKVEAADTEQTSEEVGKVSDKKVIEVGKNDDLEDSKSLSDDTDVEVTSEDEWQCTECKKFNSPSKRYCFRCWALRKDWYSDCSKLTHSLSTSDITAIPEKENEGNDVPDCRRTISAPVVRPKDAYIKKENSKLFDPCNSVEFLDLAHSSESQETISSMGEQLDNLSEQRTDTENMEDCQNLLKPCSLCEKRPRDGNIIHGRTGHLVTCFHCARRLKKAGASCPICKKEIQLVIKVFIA
Target sequence (Q00987 whole entry, looked up): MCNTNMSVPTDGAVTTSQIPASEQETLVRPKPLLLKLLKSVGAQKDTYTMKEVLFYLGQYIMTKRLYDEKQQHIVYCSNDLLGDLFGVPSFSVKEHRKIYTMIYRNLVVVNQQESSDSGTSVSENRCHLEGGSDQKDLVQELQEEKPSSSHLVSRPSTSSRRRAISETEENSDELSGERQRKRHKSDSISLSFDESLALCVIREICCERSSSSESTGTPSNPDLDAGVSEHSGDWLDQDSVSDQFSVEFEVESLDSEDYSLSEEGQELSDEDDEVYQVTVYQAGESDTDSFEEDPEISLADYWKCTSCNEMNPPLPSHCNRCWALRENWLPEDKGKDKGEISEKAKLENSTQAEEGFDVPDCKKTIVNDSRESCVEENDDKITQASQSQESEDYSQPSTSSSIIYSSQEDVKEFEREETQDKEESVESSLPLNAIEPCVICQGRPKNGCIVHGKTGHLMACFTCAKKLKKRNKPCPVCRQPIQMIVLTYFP
Jurkat NFkB inh: inhibitors of the PMA/ionomycin-induced NF-kB reporter in Jurkat cells | hit rate 0.53% among 330,000 | inhibition, % at 4 µM | PMA/ionomycin-induced NF-kB luciferase reporter, luminescence; in the data active means inhibition above about 50%
tim23-1 inh: inhibits growth of tim23-1 mutant yeast; S. cerevisiae tim23-1 growth, BacTiter-Glo luminescence, 24 h; inhibition, % at 20 µM; hit rate 1.3% among 330,000;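 active means growth inhibition of the mutant yeast at or above 50%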;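 further: temperature-sensitive mutant grown at 25 °C; plate controls were DMSO-treated mutant yeast for no effect and medium wells lacking yeast for full effect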
XBP1 UPR activ: activators of adaptive arm of unfolded protein response (XBP1). CHO-XBP1 luciferase reporter, IRE1-XBP1 UPR activation, luminescence; percent of tunicamycin response, DMSO as zero. activation, % at 20 µM. hit rate 0.33% among 330,000. AID 463104;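 active means versus positive control, 20 µM dose yields 30% or more activation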;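 further: 100% = tunicamycin at 10 µg/mL and 0% = DMSO only wells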
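Material: IRE1-XBP1 luciferase reporter CHO line / Quantity: one thousand reporter cells per well / Buffer or medium: F12 with 10% serum / Compound: 20 µM single concentration, DMSO 1% / Times: 6 h treatment, 37 °C / Detection: Steady-Glo luciferase glow luminescence, 10 min after reagent addition / Benchmarks: tunicamycin high, DMSO low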
tim10-1 inh: tim10-1 yeast growth inhibition | S. cerevisiae tim10-1 ts strain growth, BacTiter-Glo, 24 h | inhibition, % at 20 µM | hit rate 2.2% among 330,000 | AID 463190;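 active means inhibition of at least 40%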;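 further: mutant grown at 25 °C; 0% = DMSO wells with yeast and 100% = wells holding no yeast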
UPR CHOP act: apoptotic UPR (CHOP) activation; CHO-CHOP luciferase reporter, luminescence; percent of tunicamycin response over DMSO baseline; activation, % at 10 µM; hit rate 0.34% among 330,000;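 active means at 10 µM dose, activation of 40% or more, normalized to positive control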;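 further: 100% = tunicamycin at 10 µg/mL and 0% = DMSO alone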
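System: CHO-CHOP luciferase reporter cell line; amount: 500 cells/well; buffer or medium: F12 medium containing 10% fetal bovine serum; incubation: 6 h compound exposure at 37 °C after overnight seeding; measured by: luciferase luminescence after 10 min with Steady-Glo reagent; evaluation: % reporter activation, DMSO baseline versus tunicamycin full activation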
* marks the source's active call; other numbers are inactive results.

Screening CN(C)CCCNC(=O)c1ccc(-c2nc(-c3ccc(Cl)cc3)cs2)cc1 returned 697 NFkB inh -164.3, TIM10 inh 35.3, Mdm2-MdmX inh 87.4*, Jurkat NFkB inh -3.6, tim23-1 inh 26.2, XBP1 UPR activ 82.3*, tim10-1 inh 19.1 and UPR CHOP act 8.8.
Screening CCCOc1ccc(NC(=O)CC2C(=O)N(c3ccc(OCC)cc3)C(=S)N2C2CC2)cc1 (stereo not drawn) returned 697 NFkB inh -8.5, TIM10 inh -0.2, Mdm2-MdmX inh -1.0, Jurkat NFkB inh -2.5, tim23-1 inh -4.9, XBP1 UPR activ 27.6, tim10-1 inh -1.1 and UPR CHOP act 0.7.
`COc1ccc(CCNS(=O)(=O)c2ccc(-c3ccc(=O)[nH]n3)o2)cc1OC` gave 697 NFkB inh 7.0, TIM10 inh 5.9, Mdm2-MdmX inh 0.2, Jurkat NFkB inh 10.0, tim23-1 inh 2.8, XBP1 UPR activ 0.0, tim10-1 inh -14.6 and UPR CHOP act -0.8.
`O=C(COc1ccc([N+](=O)[O-])cc1)NCc1ccncc1` gave 697 NFkB inh 13.8, TIM10 inh -2.0, Mdm2-MdmX inh 8.0, Jurkat NFkB inh -9.8, tim23-1 inh 0.5, XBP1 UPR activ -1.2, tim10-1 inh 5.1 and UPR CHOP act 3.1.
For O=C(COC(=O)c1ccccc1O)NC(c1ccccc1)c1ccccc1 the results were 697 NFkB inh 3.6, TIM10 inh 1.9, Mdm2-MdmX inh 20.9, Jurkat NFkB inh -4.3, tim23-1 inh 7.4, XBP1 UPR activ 0.0, tim10-1 inh 13.0 and UPR CHOP act 0.8.
For CC(C)Oc1ccc2c(c1)OC(c1ccccc1)(C(F)(F)F)NC2=O (stereo not drawn) the results were 697 NFkB inh -2.8, TIM10 inh 11.7, Mdm2-MdmX inh 35.9, Jurkat NFkB inh 3.1, tim23-1 inh 11.2, XBP1 UPR activ 0.2, tim10-1 inh 6.7 and UPR CHOP act 0.8.
For COc1ccc(C(CNC(=O)COc2ccc(Br)cc2F)N2CCCC2)cc1 (stereo not drawn) the results were 697 NFkB inh 0.1, TIM10 inh 11.6, Mdm2-MdmX inh 5.3, Jurkat NFkB inh -8.8, tim23-1 inh 3.7, XBP1 UPR activ -3.1, tim10-1 inh 16.0 and UPR CHOP act 0.8.
For CC1CCCN(C(=O)COC(=O)c2cc(Br)ccc2O)C1 (stereo not drawn) the results were 697 NFkB inh -3.2, TIM10 inh -1.2, Mdm2-MdmX inh -18.5, Jurkat NFkB inh -5.2, tim23-1 inh 32.4, XBP1 UPR activ 7.0, tim10-1 inh -13.9 and UPR CHOP act 3.4.
Cc1nc(Nc2ccc(Br)cc2Br)c([N+](=O)[O-])c(=O)[nH]1 was read as 697 NFkB inh 18.5, TIM10 inh -4.3, Mdm2-MdmX inh -7.6, Jurkat NFkB inh 19.1, tim23-1 inh 9.3, XBP1 UPR activ 1.8, tim10-1 inh 7.2 and UPR CHOP act -0.8.
`O=C(OCC1COc2ccccc2O1)c1c(F)cccc1F` (stereo not drawn) gave 697 NFkB inh -6.3, TIM10 inh 17.8, Mdm2-MdmX inh -10.0, Jurkat NFkB inh -6.4, tim23-1 inh 25.5, XBP1 UPR activ 9.0, tim10-1 inh 20.5 and UPR CHOP act 6.4.
`COc1ccc(N=C2NC(=O)/C(=C\C=C\c3ccco3)S2)cc1` gave 697 NFkB inh -6.0, TIM10 inh 20.7, Mdm2-MdmX inh -23.7, Jurkat NFkB inh -7.3, tim23-1 inh 12.8, XBP1 UPR activ 0.2, tim10-1 inh 8.1 and UPR CHOP act 1.4.
CCOc1ccccc1C(c1c(C)n(C)n(-c2ccccc2)c1=O)c1c(C)n(C)n(-c2ccccc2)c1=O was read as 697 NFkB inh 12.2, TIM10 inh 6.5, Mdm2-MdmX inh 14.9, Jurkat NFkB inh 5.0, tim23-1 inh 0.9, XBP1 UPR activ -2.5, tim10-1 inh 13.2 and UPR CHOP act 0.5.

Some of these compounds in order of number of heavy atoms, high to low.
CCOc1ccccc1C(c1c(C)n(C)n(-c2ccccc2)c1=O)c1c(C)n(C)n(-c2ccccc2)c1=O was read as 697 NFkB inh 12.2, TIM10 inh 6.5, Mdm2-MdmX inh 14.9, Jurkat NFkB inh 5.0, tim23-1 inh 0.9, XBP1 UPR activ -2.5, tim10-1 inh 13.2 and UPR CHOP act 0.5.
`COc1ccc(N=C2NC(=O)/C(=C\C=C\c3ccco3)S2)cc1` gave 697 NFkB inh -6.0, TIM10 inh 20.7, Mdm2-MdmX inh -23.7, Jurkat NFkB inh -7.3, tim23-1 inh 12.8, XBP1 UPR activ 0.2, tim10-1 inh 8.1 and UPR CHOP act 1.4.
`O=C(COc1ccc([N+](=O)[O-])cc1)NCc1ccncc1` gave 697 NFkB inh 13.8, TIM10 inh -2.0, Mdm2-MdmX inh 8.0, Jurkat NFkB inh -9.8, tim23-1 inh 0.5, XBP1 UPR activ -1.2, tim10-1 inh 5.1 and UPR CHOP act 3.1.

New compounds follow.
For COc1ccc(CCNC(=S)Nc2ccc(C)cc2C)cc1 the results were 697 NFkB inh 11.5, TIM10 inh 32.0, Mdm2-MdmX inh 12.2, Jurkat NFkB inh 7.5, tim23-1 inh 3.6, XBP1 UPR activ 3.1, tim10-1 inh 33.1 and UPR CHOP act 2.3.
CCNC(=O)NC(=O)C(C)On1nnc2ccc(S(=O)(=O)N(CC)CC)cc21 (stereo not drawn) was read as 697 NFkB inh -2.6, TIM10 inh -9.2, Mdm2-MdmX inh -1.2, Jurkat NFkB inh 8.4, tim23-1 inh -7.0, XBP1 UPR activ -0.7, tim10-1 inh -2.8 and UPR CHOP act 2.6.
For COc1ccccc1C(=O)C1CCCN(C(=O)c2cc(CC(C)C)nc(C)n2)C1 (stereo not drawn) the results were 697 NFkB inh 5.7, TIM10 inh 12.3, Mdm2-MdmX inh 13.7, Jurkat NFkB inh -1.9, tim23-1 inh 15.1, XBP1 UPR activ 5.7, tim10-1 inh 18.6 and UPR CHOP act -1.6.
Screening CCCCn1c(=O)cc(O)c2ccccc21 returned 697 NFkB inh 9.0, TIM10 inh 16.6, Mdm2-MdmX inh 18.0, Jurkat NFkB inh 25.5, tim23-1 inh 18.7, XBP1 UPR activ -4.8, tim10-1 inh 17.1 and UPR CHOP act -1.0.
`CCCCn1c(SCC(=O)NCc2ccco2)nc2ccccc2c1=O` gave 697 NFkB inh 1.1, TIM10 inh 24.1, Mdm2-MdmX inh -31.7, Jurkat NFkB inh 6.7, tim23-1 inh 10.1, XBP1 UPR activ -2.0, tim10-1 inh 7.5 and UPR CHOP act 0.9.
CC(C)(CO)CNC1CCCN(C2Cc3ccccc3C2)C1 (stereo not drawn) was read as 697 NFkB inh -11.2, TIM10 inh -11.1, Mdm2-MdmX inh 16.7, Jurkat NFkB inh 7.5, tim23-1 inh -0.4, XBP1 UPR activ 0.8, tim10-1 inh -16.8 and UPR CHOP act -1.3.
For COC(=O)c1ccc2c(=O)n(CCN3CCOCC3)c(=S)[nH]c2c1 the results were 697 NFkB inh -24.0, TIM10 inh -4.1, Mdm2-MdmX inh -27.1, Jurkat NFkB inh 4.2, tim23-1 inh 10.8, XBP1 UPR activ 1.3, tim10-1 inh 14.5 and UPR CHOP act -3.1.
Cc1cn(-c2cc(NC(=O)c3ccc(C)c(NC(=O)c4cccc(-c5cn[nH]c(=O)c5)c4)c3)cc(C(F)(F)F)c2)cn1 was read as 697 NFkB inh 31.0, TIM10 inh 5.8, Mdm2-MdmX inh 36.1, Jurkat NFkB inh 9.4, tim23-1 inh 7.0, XBP1 UPR activ -0.7, tim10-1 inh 0.4 and UPR CHOP act -0.3.
For Cc1cc(=O)n2nc(N3CCC(C(=O)NCc4ccccc4F)CC3)sc2n1 the results were 697 NFkB inh 10.3, TIM10 inh -0.1, Mdm2-MdmX inh 13.1, Jurkat NFkB inh 7.2, tim23-1 inh -8.5, XBP1 UPR activ -5.6, tim10-1 inh 2.4 and UPR CHOP act 1.9.
For Cc1cc(Cl)ccc1NC(=O)Cn1cncn1 the results were 697 NFkB inh 4.6, TIM10 inh -13.7, Mdm2-MdmX inh -2.9, Jurkat NFkB inh 0.6, tim23-1 inh 1.4, XBP1 UPR activ -3.4, tim10-1 inh 7.2 and UPR CHOP act -1.3.
`CSc1ccccc1NC(=O)CSCc1ccc(Br)cc1` gave 697 NFkB inh 9.4, TIM10 inh 15.4, Mdm2-MdmX inh -6.0, Jurkat NFkB inh -11.2, tim23-1 inh 16.1, XBP1 UPR activ 0.4, tim10-1 inh -0.2 and UPR CHOP act -0.7.
For CN1CCN(CCCNC(=O)c2ccc(/C=C3\Oc4ccccc4N(Cc4ccccc4F)C3=O)cc2)CC1 the results were 697 NFkB inh -29.1, TIM10 inh 12.4, Mdm2-MdmX inh 92.4*, Jurkat NFkB inh -20.6, tim23-1 inh 32.2, XBP1 UPR activ 2.7, tim10-1 inh 42.1* and UPR CHOP act 3.6.
Cc1ccc(OCC(=O)Nc2cc(NC(=O)COc3ccc(C)c(C)c3)cc(C(=O)O)c2)cc1C was read as 697 NFkB inh -21.6, TIM10 inh 1.0, Mdm2-MdmX inh -12.1, Jurkat NFkB inh 9.0, tim23-1 inh 15.8, XBP1 UPR activ -1.7, tim10-1 inh 10.1 and UPR CHOP act 1.5.
O=C(Nc1ccccc1C(=O)O)c1ccc(NC(=O)c2ccc(Br)o2)cc1 was read as 697 NFkB inh 2.7, TIM10 inh -14.0, Mdm2-MdmX inh 7.0, Jurkat NFkB inh -1.8, tim23-1 inh 7.7, XBP1 UPR activ 0.5, tim10-1 inh 18.7 and UPR CHOP act 0.8.
O=C(N/N=C1/CC2C=CCC12)c1ccco1 (stereo not drawn) was read as 697 NFkB inh -4.2, TIM10 inh 4.7, Mdm2-MdmX inh -20.2, Jurkat NFkB inh 0.5, tim23-1 inh 4.4, XBP1 UPR activ 1.8, tim10-1 inh 9.3 and UPR CHOP act 2.7.
For O=C1CCCc2nc(N3CCCCC3)sc21 the results were 697 NFkB inh -43.3, TIM10 inh 1.0, Mdm2-MdmX inh -2.0, Jurkat NFkB inh -14.2, tim23-1 inh 0.7, XBP1 UPR activ 0.5, tim10-1 inh -5.1 and UPR CHOP act -0.1.
`COCC(C)n1c(SCC(=O)Nc2cc(C)on2)nc2ccccc2c1=O` (stereo not drawn) gave 697 NFkB inh 5.4, TIM10 inh 14.4, Mdm2-MdmX inh 6.9, Jurkat NFkB inh -2.4, tim23-1 inh 25.7, XBP1 UPR activ -2.6, tim10-1 inh 16.0 and UPR CHOP act 0.2.
CNC(=S)N(CCc1c(C)[nH]c2ccc(C)cc12)Cc1cccs1 was read as 697 NFkB inh -12.4, TIM10 inh 12.6, Mdm2-MdmX inh 23.9, Jurkat NFkB inh -11.9, tim23-1 inh 40.0, XBP1 UPR activ -2.8, tim10-1 inh 3.8 and UPR CHOP act 0.8.
`COc1cc(NC(=O)c2ccco2)c(C(=O)O)cc1OC` gave 697 NFkB inh -13.3, TIM10 inh 1.8, Mdm2-MdmX inh -14.6, Jurkat NFkB inh 10.3, tim23-1 inh 8.8, XBP1 UPR activ 9.5, tim10-1 inh 4.1 and UPR CHOP act 0.9.
`O=C1CS/C(=N\N=C\c2ccccc2Cl)N1CC1CC1` gave 697 NFkB inh -21.5, TIM10 inh -31.2, Mdm2-MdmX inh -3.3, Jurkat NFkB inh -9.6, tim23-1 inh 15.6, XBP1 UPR activ -0.5, tim10-1 inh -11.9 and UPR CHOP act -1.5.
OC[C@H]1O[C@H](OCc2ccccc2)[C@H](O[C@@H]2OC[C@@H](O)[C@H](O)[C@H]2O)[C@@H](O)[C@@H]1O was read as 697 NFkB inh 11.5, TIM10 inh -7.3, Mdm2-MdmX inh 13.8, Jurkat NFkB inh -7.9, tim23-1 inh -19.2, XBP1 UPR activ 0.8, tim10-1 inh 4.7 and UPR CHOP act 1.9.

Compound activity as filed in PubChem BioAssay.
